High-throughput results deposited in PubChem by several laboratories.
Neddylation inh: inhibitors of cullin neddylation, primary screen, biochemical, TR-FRET, uHTS, NAE and Ubc12; 360,000 compounds, 0.58% hits; AID 651699, 2012; calls only at 25 µM; NEDD8-conjugating enzyme Ubc12 (Homo sapiens) + NEDD8-activating enzyme E1 regulatory …; in the data active means inhibition above about 36%
bovine MsrA act: bovine MsrA enzyme activators, primary screen, biochemical, absorbance, HTS | Methionine sulfoxide reductase A (Bos taurus) | purified bovine MsrA, absorbance read-out | 360,000 compounds, 0.3% hits | AID 602163, 2012 | activation, % at 10.6 µM; in the data active means activation above about 7.5%;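 further: 0% = vehicle and 100% = reference activator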
MsrA inh: bovine MsrA enzyme inhibitors, primary screen, biochemical, absorbance, HTS; Methionine sulfoxide reductase A (Bos taurus); purified bovine MsrA, absorbance read-out; inhibition, % at 15.5 µM; 360,000 compounds, 0.75% hits; AID 651718, 2012; in the data active means inhibition above about 4.5%;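 further: 0% = vehicle wells with enzyme and 100% = reference inhibitor wells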
eLon inh: inhibitors of E. coli Lon protease, primary screen, biochemical, fluorescence polarization; P0A9M0; purified E. coli Lon protease; inhibition, % at 7.94 µM; 360,000 compounds, 0.42% hits; in the data active means inhibition above about 13%, passing the limit was not always enough;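 further: 0% = enzyme with probe and DMSO and 100% = no enzyme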
MT1-MMP act inh: blockers of MT1-MMP proenzyme processing, primary screen, HT1080 RFP-PRO-GFP cells, GFP/RFP fluorescence. Matrix metalloproteinase-14 (Homo sapiens), P50281. GFP/RFP ratio fluorescence, overnight; percent of plate control window, DMSO zero. GFP/RFP ratio change, % at 20 µM. 360,000 compounds, 0.061% hits. AID 651647, 2012;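 active means GFP/RFP ratio change of at least 30% with cell ATP level not reduced by more than half and red fluorescence within 50% of control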; further: strong numbers were not always called active
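Assay system – RFP-PRO-GFP reporter HT1080 cells · Compound dosing – single dose of 20 µM compound, 1% DMSO final · Incubation – overnight compound exposure at 37 °C · Measure – GFP/RFP fluorescence ratio · Benchmarks – DMSO wells and RFP-L50D-GFP cells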
FAS TE block: FAS thioesterase domain inhibitors, primary screen, biochemical, fluorescence intensity, uHTS; Fatty acid synthase (Homo sapiens), P49327; recombinant FAS-TE, OMFH fluorogenic substrate, fluorescence endpoint; inhibition, % at 15 µM; 360,000 compounds, 0.67% hits; AID 602261, 2012;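 active means compounds whose normalised, plate-corrected inhibition of enzyme fluorescence in the single-dose primary screen is 50% or more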;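 further: 0% = DMSO with enzyme and 100% = substrate without enzyme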
Target sequence (P49327 whole entry, looked up, the tested form may be a part): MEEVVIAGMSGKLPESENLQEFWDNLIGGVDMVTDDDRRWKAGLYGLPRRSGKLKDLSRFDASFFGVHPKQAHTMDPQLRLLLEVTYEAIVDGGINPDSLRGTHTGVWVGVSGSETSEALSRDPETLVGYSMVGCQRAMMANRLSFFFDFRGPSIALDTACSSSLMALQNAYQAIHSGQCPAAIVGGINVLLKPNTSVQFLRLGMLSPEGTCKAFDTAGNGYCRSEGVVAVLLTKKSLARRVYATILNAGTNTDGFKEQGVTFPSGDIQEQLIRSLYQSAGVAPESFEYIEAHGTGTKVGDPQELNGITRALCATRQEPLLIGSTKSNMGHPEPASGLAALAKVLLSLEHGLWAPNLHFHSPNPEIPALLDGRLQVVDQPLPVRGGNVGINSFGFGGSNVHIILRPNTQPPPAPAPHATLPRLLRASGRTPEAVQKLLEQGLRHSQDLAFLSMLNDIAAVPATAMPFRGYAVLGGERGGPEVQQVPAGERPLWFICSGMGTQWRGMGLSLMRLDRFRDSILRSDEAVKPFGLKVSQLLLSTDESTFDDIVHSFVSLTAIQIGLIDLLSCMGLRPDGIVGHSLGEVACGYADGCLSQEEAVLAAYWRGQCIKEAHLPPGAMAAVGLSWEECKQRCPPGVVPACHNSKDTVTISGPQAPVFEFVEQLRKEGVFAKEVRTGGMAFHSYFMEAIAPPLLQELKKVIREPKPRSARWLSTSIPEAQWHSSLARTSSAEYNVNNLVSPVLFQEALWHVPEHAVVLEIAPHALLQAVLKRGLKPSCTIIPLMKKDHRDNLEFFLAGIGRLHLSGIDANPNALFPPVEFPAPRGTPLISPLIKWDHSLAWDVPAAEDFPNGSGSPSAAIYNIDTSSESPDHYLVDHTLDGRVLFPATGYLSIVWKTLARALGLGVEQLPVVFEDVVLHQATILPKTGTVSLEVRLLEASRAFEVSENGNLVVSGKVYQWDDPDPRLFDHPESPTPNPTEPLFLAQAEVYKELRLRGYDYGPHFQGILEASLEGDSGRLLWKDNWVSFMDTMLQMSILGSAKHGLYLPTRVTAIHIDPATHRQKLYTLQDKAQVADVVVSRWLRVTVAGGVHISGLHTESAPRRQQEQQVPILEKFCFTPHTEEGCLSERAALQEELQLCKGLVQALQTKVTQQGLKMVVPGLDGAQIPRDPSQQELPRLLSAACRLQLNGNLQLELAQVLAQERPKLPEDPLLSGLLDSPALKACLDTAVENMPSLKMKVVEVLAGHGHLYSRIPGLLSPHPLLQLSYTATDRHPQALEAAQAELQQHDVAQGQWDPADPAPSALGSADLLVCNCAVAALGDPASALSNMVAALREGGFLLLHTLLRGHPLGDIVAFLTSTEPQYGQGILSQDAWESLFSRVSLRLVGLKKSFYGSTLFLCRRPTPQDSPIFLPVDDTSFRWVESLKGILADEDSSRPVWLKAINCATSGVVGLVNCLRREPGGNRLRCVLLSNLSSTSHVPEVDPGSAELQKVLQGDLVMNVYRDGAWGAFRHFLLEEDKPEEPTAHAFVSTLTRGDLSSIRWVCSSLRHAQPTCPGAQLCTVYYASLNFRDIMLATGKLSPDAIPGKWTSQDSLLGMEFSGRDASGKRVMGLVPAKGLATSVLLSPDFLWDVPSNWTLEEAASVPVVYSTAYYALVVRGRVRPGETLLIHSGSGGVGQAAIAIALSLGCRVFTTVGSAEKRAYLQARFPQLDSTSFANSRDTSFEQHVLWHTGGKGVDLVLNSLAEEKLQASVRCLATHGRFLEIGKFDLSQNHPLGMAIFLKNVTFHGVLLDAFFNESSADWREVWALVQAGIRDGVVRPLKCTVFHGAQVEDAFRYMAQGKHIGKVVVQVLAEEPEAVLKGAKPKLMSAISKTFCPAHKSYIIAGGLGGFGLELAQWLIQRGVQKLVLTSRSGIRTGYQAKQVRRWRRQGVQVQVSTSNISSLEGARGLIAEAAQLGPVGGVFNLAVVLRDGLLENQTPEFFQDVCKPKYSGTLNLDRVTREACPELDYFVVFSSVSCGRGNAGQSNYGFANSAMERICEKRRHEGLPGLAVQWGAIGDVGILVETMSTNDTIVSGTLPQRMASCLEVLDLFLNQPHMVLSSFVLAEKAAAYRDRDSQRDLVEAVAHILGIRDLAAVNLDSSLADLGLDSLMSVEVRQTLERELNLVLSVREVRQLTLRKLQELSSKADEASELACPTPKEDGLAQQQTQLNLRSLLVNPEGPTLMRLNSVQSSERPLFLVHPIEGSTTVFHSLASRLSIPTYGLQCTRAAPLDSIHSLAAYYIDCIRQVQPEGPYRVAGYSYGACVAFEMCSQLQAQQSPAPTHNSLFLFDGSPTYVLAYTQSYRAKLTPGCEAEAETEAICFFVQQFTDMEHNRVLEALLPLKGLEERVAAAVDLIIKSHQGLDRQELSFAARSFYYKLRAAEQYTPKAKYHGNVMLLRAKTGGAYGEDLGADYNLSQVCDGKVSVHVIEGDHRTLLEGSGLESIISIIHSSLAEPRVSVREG
SKN-1 block: suppressors of acrylamide-induced Pgst-4::GFP reporter in worms, primary screen, SKN-1 inhibitor project, whole organism, uHTS, GFP/RFP fluorescence ratio, strain VP596. C. elegans VP596 Pgst-4::GFP/RFP ratio, 24 h. inhibition, % at 21.8 µM. 360,000 compounds, 0.49% hits. AID 624304, 2012;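 active means interference check ratio from 0.5 to 1.5 plus GFP to RFP signal ratio inhibition reaching or exceeding a fixed threshold, cut at about 30% in these data, passing the limit was not always enough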; further: some compounds called inactive have numbers as strong as hits
Rin1-Abl PPI inh: inhibitors of Rin1-Abl protein binding, primary screen, biochemical, TR-FRET. 360,000 compounds, 0.4% hits. AID 588664, 2011. Tyrosine-protein kinase ABL1 (Homo sapiens) + Ras and Rab interactor 1 (Homo sapiens), …. inhibition, % at 7.35 µM; in the data active means inhibition above about 5%, passing the limit was not always enough
CendR NRP1 mod: modulators of CendR peptide binding to NRP-1, primary screen, biochemical, fluorescence polarization, uHTS. 360,000 compounds, 0.85% hits. inhibition, % at 25 µM. FAM-RPARPAR peptide binding to NRP-1. AID 602438, 2012. Neuropilin-1 (Homo sapiens), O14786;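 active means inhibition or corrected inhibition above about 18%, plus a signal ratio from 0.5 to 1.5, limit read from the data, passing the limit was not always enough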; further: strong numbers were not always called active
The depositor's hits bear a star; i = inactive; . = no result given. Random draw from the library; about 4.2% have a hit in one of these screens.

1	O=C(COC(=O)CCN1C(=O)C2CC=CCC2C1=O)NCCc1ccc(F)cc1 (configuration not stated)
2	O=C(CN1c2ccccc2Sc2ccccc21)NNC(=S)Nc1ccc(Cl)cc1
3	CCNC(=O)C1(C)CCCN(C(=O)c2cc(-c3cccs3)oc2C)C1 (configuration not stated)
4	CCC(C(=O)NC(C)(C)C)n1c(C(c2ccccc2)c2ccccc2)nc2ccccc21 (configuration not stated)
5	CCCn1nc(C(=O)NCCN2CCOCC2)c2ccccc2c1=O
6	N#Cc1ccc(-c2ccccc2)nc1SCC(=O)c1cccc(Cl)c1
7	C=CCn1c(=O)c2ccccc2n2c(SCc3c(C(=O)OCC)oc4ccccc34)nnc12
8	CC1CCN(C(=O)c2ccc(S(=O)(=O)N(C)C)cc2)C(C)C1 (configuration not stated)
entry no. | 1 | 2 | 3 | 4 | 5 | 6 | 7 | 8
Neddylation inh | i | i | i | i | i | i | i | i
bovine MsrA act | -5 | -1 | -4 | . | -4 | -5 | -8 | -1
MsrA inh | 0.3 | -0.4 | 0.4 | 0.7 | -0.9 | 0.3 | -1.3 | -0.2
eLon inh | 2 | 3 | -2 | . | -6 | -22 | 1 | 3
MT1-MMP act inh | 0 | 4 | -3 | -10 | 7 | -39 | -4 | -2
FAS TE block | -4 | 27 | -4 | . | -3 | 15 | 3 | -7
SKN-1 block | -2 | 21 | -1 | 6 | -22 | 11 | -23 | 7
Rin1-Abl PPI inh | 3 | -2 | -3 | . | -2 | 0 | -4 | -1
CendR NRP1 mod | -6 | 7 | 1 | -1 | 9 | 5 | 1 | 16

9	Cc1ccc(Cl)cc1-c1cc(C(=O)NCc2ccco2)[nH]n1
10	Cc1ccccc1-c1nc(CN2CCC(C(=O)NCc3ccco3)CC2)c(C)o1
11	COC(=O)/C(=C\Nc1ccc(Oc2ccc(F)cc2F)nc1)NC(=O)c1ccccc1
12	CCOc1cc(NC(=O)C2CC2)c(OCC)cc1NC(=O)c1ccccn1
13	CCN1C(=O)C2(SC(NC(C)=O)=NN2C(C)=O)c2cc(C)ccc21 (configuration not stated)
14	CCC(=O)N1c2ccc(S(=O)(=O)CCC(=O)Nc3nccs3)cc2CC1C (configuration not stated)
15	O=C1CN(C(=S)Nc2ccc(OC(F)F)cc2)CCN1
16	COc1ccc(C(=O)CNc2ccccc2Br)cc1
entry no. | 9 | 10 | 11 | 12 | 13 | 14 | 15 | 16
Neddylation inh | i | i | i | i | i | i | i | i
bovine MsrA act | -2 | -2 | -4 | -1 | -3 | 0 | -2 | -1
MsrA inh | -0.9 | . | 0.2 | -0.1 | 0.1 | -2.1 | 0.2 | 2.1
eLon inh | -6 | 0 | -9 | 1 | -8 | -9 | 1 | 0
MT1-MMP act inh | 3 | 7 | 1 | -2 | -1 | 0 | 2 | -3
FAS TE block | 5 | -3 | 1 | 9 | -4 | 0 | -2 | 24
SKN-1 block | 14 | 24 | 9 | 17 | 1 | 29 | -1 | -3
Rin1-Abl PPI inh | -4 | 2 | 2 | -1 | 7 | -3 | 0 | -2
CendR NRP1 mod | -4 | 1 | -4 | -2 | 6 | 1 | 10 | 10

Along the list, as entered above:
Compounds 1–9 in CendR NRP1 mod, in turn: -6, 7, 1, -1, 9, 5, 1, 16, -4
Compounds 1–9 in FAS TE block, in turn: -4, 27, -4, ., -3, 15, 3, -7, 5
Compounds 1–9 in Neddylation inh, in turn: i, i, i, i, i, i, i, i, i

Continued:
17	O=C(O)c1ccc(Cn2cc(/C=C\[N+](=O)[O-])c3ccccc32)o1
18	COc1ccc(-c2cc(C(=O)NCCN3CCOCC3)c3ccccc3n2)cc1
19	CSc1cccc(NC(=O)CN(C)S(=O)(=O)c2ccc(F)cc2)c1
20	O=C(COC(=O)C1CC(=O)N(Cc2ccco2)C1)c1ccc(OC(=O)c2ccccc2)cc1 (configuration not stated)
21	CCOc1ccc(N(CC(=O)OC)S(=O)(=O)c2ccc3c(c2)n(C)c(=O)c(=O)n3C)cc1
22	Cc1ccc(CN(C)CCc2ccccn2)cc1
23	COc1ccc(CCNC(=O)C2CCC(=O)N2Cc2ccccc2Cl)cc1OC (configuration not stated)
24	O=C1S/C(=C\c2ccccn2)C(=O)N1Cc1ccccc1F
entry no. | 17 | 18 | 19 | 20 | 21 | 22 | 23 | 24
Neddylation inh | i | . | i | i | i | i | i | i
bovine MsrA act | -5 | -13 | -10 | -2 | -2 | -2 | -2 | -2
MsrA inh | 1.1 | 2.4 | -1.3 | -0.6 | 0.9 | -0.1 | 0.2 | 0.6
eLon inh | -10 | -7 | -14 | -1 | -9 | 7 | 0 | 0
MT1-MMP act inh | -6 | -2 | 0 | -4 | 1 | 4 | 3 | 2
FAS TE block | -10 | -16 | 2 | 7 | -1 | -7 | -8 | -6
SKN-1 block | 5 | 6 | -20 | -3 | 13 | 17 | 12 | -8
Rin1-Abl PPI inh | -2 | -1 | 2 | 2 | 3 | 0 | 3 | -4
CendR NRP1 mod | -36 | -9 | 5 | -15 | -5 | -18 | -8 | 4

Entries of single compounds as entered above. Screens in order: Neddylation inh	bovine MsrA act	MsrA inh	eLon inh	MT1-MMP act inh	FAS TE block	SKN-1 block	Rin1-Abl PPI inh	CendR NRP1 mod
Results for O=C(O)c1ccc(Cn2cc(/C=C\[N+](=O)[O-])c3ccccc32)o1 : i	-5	1.1	-10	-6	-10	5	-2	-36
Results for O=C(COC(=O)C1CC(=O)N(Cc2ccco2)C1)c1ccc(OC(=O)c2ccccc2)cc1 (configuration not stated) : i	-2	-0.6	-1	-4	7	-3	2	-15
Results for CSc1cccc(NC(=O)CN(C)S(=O)(=O)c2ccc(F)cc2)c1 : i	-10	-1.3	-14	0	2	-20	2	5

The list goes on:
25	S=c1[nH]nc(-c2cccnc2)n1/N=C/C=C/c1ccco1
26	CCn1cc([N+](=O)[O-])c(C(=O)Nc2ccn(C34CC5CC(CC(C5)C3)C4)n2)n1
27	O=C(CSc1ccccn1)Nc1cccc(NC(=O)CSc2ccccn2)n1
28	CC1(C)OC2C(O1)[C@@H](CO)O[C@H]2n1cnc2c(N)ncnc21 (some centres not stated)
29	O=C(CCc1ccc(S(=O)(=O)NCc2ccccc2)cc1)NCc1ccc2c(c1)OCO2
30	O=C(Nc1ccc2c(c1)OCO2)NC1CCN(Cc2ccccc2)CC1
31	COCCN1CCN(C(=O)C2CCC(=O)N(CCc3ccccc3)C2)CC1 (configuration not stated)
32	CCc1nnc(NC(=O)C2CCN(C(=O)c3ccco3)CC2)s1
entry no. | 25 | 26 | 27 | 28 | 29 | 30 | 31 | 32
Neddylation inh | i | i | i | i | i | i | i | i
bovine MsrA act | 1 | 7 | -6 | 0 | -3 | -11 | -3 | -2
MsrA inh | 2.8 | -0.4 | -0.6 | 0.5 | 1.4 | . | 1.1 | -1.2
eLon inh | -16 | 8 | 9 | 3 | -3 | -11 | 1 | -1
MT1-MMP act inh | -7 | 1 | 0 | 0 | 2 | 5 | 0 | 3
FAS TE block | -8 | 4 | 9 | -5 | -3 | -8 | -6 | -4
SKN-1 block | 0 | 8 | -4 | 3 | 6 | -1 | 9 | 5
Rin1-Abl PPI inh | 0 | 2 | 2 | 2 | 0 | -2 | 1 | 2
CendR NRP1 mod | -23 | -1 | -9 | 7 | -6 | 10 | -1 | -1

4 compounds from above, sorted by the value under eLon inh, rising.
| # | molecule | eLon inh |
| --- | --- | --- |
| 29 | O=C(CCc1ccc(S(=O)(=O)NCc2ccccc2)cc1)NCc1ccc2c(c1)OCO2 | -3 |
| 32 | CCc1nnc(NC(=O)C2CCN(C(=O)c3ccco3)CC2)s1 | -1 |
| 31 | COCCN1CCN(C(=O)C2CCC(=O)N(CCc3ccccc3)C2)CC1 (configuration not stated) | 1 |
| 26 | CCn1cc([N+](=O)[O-])c(C(=O)Nc2ccn(C34CC5CC(CC(C5)C3)C4)n2)n1 | 8 |

Next part
33	Cc1ccc(CN2C(=O)CSC(C)C2=O)cc1 (configuration not stated)
34	Cc1ccsc1C=Nc1c(C)n(C)n(-c2ccccc2)c1=O
35	c1ccc(OCCNc2nc(NCC3CC3)nc3cc(-c4ccccc4)sc23)cc1
36	COc1cc(S(=O)(=O)N(C)C)ccc1F
37	O=C(NCCN1CCC(n2c(=O)[nH]c3ccccc32)CC1)c1cccs1
38	CC(OC(=O)/C(C#N)=C/c1ccc(N(C)C)cc1)C(=O)N(C)Cc1ccccc1 (configuration not stated)
39	COc1cc(C(=O)NC(=S)Nc2ccc(NC(=O)c3ccco3)cc2)cc(OC)c1OC
40	CC1CN(C(=O)Nc2ccc3snnc3c2)c2ccccc21 (configuration not stated)
entry no. | 33 | 34 | 35 | 36 | 37 | 38 | 39 | 40
Neddylation inh | i | i | i | i | i | i | i | i
bovine MsrA act | -5 | -5 | -1 | -6 | -8 | -3 | -11 | 0
MsrA inh | -0.4 | -1.4 | -0.7 | -0.1 | 1.2 | 0.1 | 1.5 | 1.1
eLon inh | -2 | -13 | 1 | 0 | 2 | -255 | 0 | -9
MT1-MMP act inh | 0 | 1 | -17 | 1 | 0 | -32 | 0 | -1
FAS TE block | -1 | -8 | -7 | -5 | -14 | -19 | -6 | 10
SKN-1 block | 4 | -4 | 24 | 15 | -5 | 62 | -8 | 21
Rin1-Abl PPI inh | 3 | -3 | -8 | -5 | . | -7 | 1 | -3
CendR NRP1 mod | 0 | -1 | -8 | -1 | -14 | 24 | -8 | -16

41	CCc1ccc(OCC(=O)NNC(=O)c2cnccn2)c(Br)c1
42	Cc1ccc(NC(=O)Cc2cn3ccsc3n2)nc1
43	CCOC(=O)C1CCCCN1Cc1cccc(OC)c1OC (configuration not stated)
44	CCN1C(=O)/C(=C2\Sc3ccccc3N2CC)OC1=S
45	CCc1noc(C)c1C(=O)Nc1ccc(F)c(F)c1
entry no. | 41 | 42 | 43 | 44 | 45
Neddylation inh | i | i | i | i | i
bovine MsrA act | -3 | 0 | -5 | -13 | 0
MsrA inh | 0.7 | -0.5 | 0.6 | 2.5 | -0.7
eLon inh | -14 | -1 | -3 | -4 | -12
MT1-MMP act inh | 4 | -3 | -4 | -9 | 1
FAS TE block | -3 | -5 | -5 | -9 | -4
SKN-1 block | 6 | -22 | -7 | -5 | 5
Rin1-Abl PPI inh | 0 | 0 | 2 | 0 | 3
CendR NRP1 mod | -6 | 1 | -13 | 11 | 7

Results in CendR NRP1 mod, for some of the entries so far:
| cpd | molecule | CendR NRP1 mod |
| --- | --- | --- |
| 17 | O=C(O)c1ccc(Cn2cc(/C=C\[N+](=O)[O-])c3ccccc32)o1 | -36 |
| 8 | CC1CCN(C(=O)c2ccc(S(=O)(=O)N(C)C)cc2)C(C)C1 (configuration not stated) | 16 |
| 37 | O=C(NCCN1CCC(n2c(=O)[nH]c3ccccc32)CC1)c1cccs1 | -14 |
| 21 | CCOc1ccc(N(CC(=O)OC)S(=O)(=O)c2ccc3c(c2)n(C)c(=O)c(=O)n3C)cc1 | -5 |
| 32 | CCc1nnc(NC(=O)C2CCN(C(=O)c3ccco3)CC2)s1 | -1 |
| 41 | CCc1ccc(OCC(=O)NNC(=O)c2cnccn2)c(Br)c1 | -6 |
